Source: PubChem BioAssay
procasp7 counter: activates human procaspase-7, counter-screen for procaspase-3 activators; hit rate 0.093% among 330,000; activation, % at 8.5 µM; AID 463210; recombinant procaspase-7, Ac-DEVD-pNA absorbance 405 nm; D23A/D198A/D206A triple mutant, cannot self-cleave; scale: DMSO 0, 5 µM enzyme 100;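 active = percent activation above the screen-wide mean plus 3 SD, cut at about 25% in these data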
Target sequence (P55210 whole entry D23A/D198A/D206A): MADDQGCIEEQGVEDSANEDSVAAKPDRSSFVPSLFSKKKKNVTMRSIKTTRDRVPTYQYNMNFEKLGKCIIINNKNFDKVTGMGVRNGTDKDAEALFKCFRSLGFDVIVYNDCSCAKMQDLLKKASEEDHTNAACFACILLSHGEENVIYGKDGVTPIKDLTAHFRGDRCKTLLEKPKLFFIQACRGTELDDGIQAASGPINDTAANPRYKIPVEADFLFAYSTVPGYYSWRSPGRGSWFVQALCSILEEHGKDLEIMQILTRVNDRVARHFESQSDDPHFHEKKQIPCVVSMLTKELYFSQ
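Assay system: Uncleavable procaspase-7 mutant enzyme; Input: 2 µM procaspase-7 mutant as dispensed; Also added: DEVD-pNA substrate; Medium: Zinc-free HEPES pH 7.4 with 300 mM NaCl, 0.01% Triton X-100; Timing: 1 h compound preincubation, 2 h substrate cleavage, 25 °C; Measured by: Epi-absorbance of released pNA at 405 nm, two timepoints.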
CIT2 TOR yeast: modulators of TOR pathway CIT2-GFP in S. cerevisiae | S. cerevisiae CIT2-GFP strain, flow cytometry, 3 h; 100 means same as DMSO wells | GFP response vs DMSO, % at 10 µM | hit rate 0.065% among 320,000;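 active = GFP response relative to DMSO above a set limit, near the screen mean plus 3 SD, cut at about 150% in these data; inconclusive = Fewer than 70 cells measured for a yeast strain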;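 also: ratio of well median GFP fluorescence to mean of DMSO wells on the plate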
AGP1-GFP MLPCN: modulators of TOR pathway AGP1-GFP in S. cerevisiae; AID 2066; S. cerevisiae AGP1-GFP multiplex flow cytometry, 3 h; GFP as percent of DMSO wells; GFP response vs DMSO, % at 10 µM; hit rate 0.02% among 320,000;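 active = GFP response relative to DMSO above a set limit, near screen average plus 3 SD, cut at about 150% in these data; inconclusive = fewer than 70 cells counted for the yeast strain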;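 also: median GFP channel fluorescence of the gated AGP1 strain per well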
AHR activator: activates the human aryl hydrocarbon receptor. AHR-responsive luciferase reporter cells, luminescence. P35869. AID 2796. activation, % at 5 µM. hit rate 2.5% among 320,000; in the data active = activation above about 47%;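 also: 0% = vehicle wells and 100% = reference agonist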
MEP2 TOR yeast: modulators of TOR pathway MEP2-GFP in S. cerevisiae | hit rate 0.51% among 330,000 | S. cerevisiae MEP2-GFP strain, flow cytometry GFP, 3 h; 100% = DMSO control level | GFP response vs DMSO, % at 10 µM;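 active = GFP response versus DMSO above a set limit, roughly screen mean plus 3 SD, cut at about 180% in these data; inconclusive = fewer than 70 cells counted for a yeast strain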;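 also: median GFP fluorescence of the barcode-gated MEP2-GFP cells per well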
RPL19A TOR yeast: yeast TOR pathway RPL19A-GFP modulation; S. cerevisiae RPL19A-GFP strain, flow cytometry, 3 h; hits give low values; AID 2025; hit rate 0.3% among 330,000; percent response vs DMSO, % at 10 µM;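 active = percent response vs DMSO below 50%; inconclusive = fewer than 70 events counted for the yeast strain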;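 also: median channel GFP fluorescence of the barcoded RPL19A-GFP strain; ratio of sample median GFP to plate DMSO average so 100% = DMSO; lower means less RPL19A-GFP as with rapamycin TOR inhibition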
proCasp3 act: procaspase-3 (human) activation; activation, % at 8.5 µM; recombinant procaspase-3 D3A, Ac-DEVD-pNA absorbance 405 nm; hit rate 0.11% among 330,000; AID 463141; P42574;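 active = activation above the mean of all tested compounds plus 3 SD, cut at about 21% in these data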;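 also: 0% = DMSO alone and 100% = DMSO wells spiked with extra 5 µM PC-3 D3A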
Target sequence (P42574 whole entry D9A/D28A/D175A): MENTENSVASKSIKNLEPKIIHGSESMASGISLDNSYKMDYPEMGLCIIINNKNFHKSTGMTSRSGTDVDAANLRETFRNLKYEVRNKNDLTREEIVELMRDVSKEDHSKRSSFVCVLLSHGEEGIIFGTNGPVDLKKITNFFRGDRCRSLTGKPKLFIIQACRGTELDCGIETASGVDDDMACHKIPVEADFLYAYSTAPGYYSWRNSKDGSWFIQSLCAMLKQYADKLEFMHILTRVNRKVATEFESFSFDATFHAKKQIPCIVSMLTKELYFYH
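Evaluation: percent activation relative to control range; Material: Procaspase-3 D3A mutant, all three cleavage aspartates alanine; Compound: single dose, 8.5 µM nominal compound, 0.8% DMSO; Replication: one well per compound; Signal: absorbance at 405 nm, 0 and 120 min; Schedule: 1 h preincubation plus 2 h reaction at 25 °C.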
LAP4 TOR yeast: alters LAP4-GFP fluorescence in TOR pathway yeast screen; AID 2023; S. cerevisiae LAP4-GFP multiplex, flow cytometry GFP, 3 h; median GFP as percent of DMSO wells; hit rate 0.34% among 320,000; GFP response vs DMSO, % at 10 µM;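 active = GFP response vs DMSO above a set limit, about the screen mean plus 3 SD, cut at about 150% in these data; inconclusive = under 70 cell events counted for the yeast strain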
Numbers without * were called inactive.

For CCCCNc1c(-c2ccc(SC3CCCCC3)c(OC)c2)nc2ccc(C)cn12 the results were procasp7 counter 10, CIT2 TOR yeast 88, AGP1-GFP MLPCN 95, AHR activator 4, MEP2 TOR yeast 99, RPL19A TOR yeast 89, proCasp3 act 11 and LAP4 TOR yeast 109.
CCOCCNC(=O)c1ccccc1C(=O)NCCOCC was read as procasp7 counter 2, CIT2 TOR yeast 101, AGP1-GFP MLPCN 97, AHR activator -2, MEP2 TOR yeast 99, RPL19A TOR yeast 101, proCasp3 act 0 and LAP4 TOR yeast 108.
`CCOC(=O)Cc1cc(=O)n2[nH]c(C)c(-c3ccccc3)c2n1` gave procasp7 counter -6, CIT2 TOR yeast 96, AGP1-GFP MLPCN 94, AHR activator 4, MEP2 TOR yeast 98, RPL19A TOR yeast 94 and proCasp3 act 10.
Screening COc1ccc(C(=O)Nc2ccc3c(c2)OCCO3)cc1Br returned CIT2 TOR yeast 102, AGP1-GFP MLPCN 100, MEP2 TOR yeast 109, RPL19A TOR yeast 103 and LAP4 TOR yeast 100.
O=C(CCSCc1ccccc1F)NCCc1ccccc1 was read as procasp7 counter 0, CIT2 TOR yeast inconclusive, AGP1-GFP MLPCN inconclusive, AHR activator 1, MEP2 TOR yeast inconclusive, RPL19A TOR yeast inconclusive, proCasp3 act 2 and LAP4 TOR yeast inconclusive.
`CCCCC(=O)Nc1cccc(NC(=O)c2cccc([N+](=O)[O-])c2)c1` gave procasp7 counter -18, CIT2 TOR yeast 104, AGP1-GFP MLPCN 100, AHR activator 10, MEP2 TOR yeast 102, RPL19A TOR yeast 106, proCasp3 act 14 and LAP4 TOR yeast 94.
`C=C(C)c1cccc(C(C)(C)NC(=O)N2CCCCC2CC)c1` (stereo unspecified) gave procasp7 counter 11, CIT2 TOR yeast 96, AGP1-GFP MLPCN 98, AHR activator -3, MEP2 TOR yeast 96, RPL19A TOR yeast 97, proCasp3 act -11 and LAP4 TOR yeast 110.
For Clc1ccc(OCc2nc(-c3ccncc3)no2)cc1 the results were procasp7 counter 6, CIT2 TOR yeast 89, AGP1-GFP MLPCN 87, AHR activator 3, MEP2 TOR yeast 97, RPL19A TOR yeast 93, proCasp3 act -2 and LAP4 TOR yeast 97.
COc1ccc(CNC(=O)c2cncc(Br)c2)cc1 was read as procasp7 counter 8, CIT2 TOR yeast 97, AGP1-GFP MLPCN 87, AHR activator 4, MEP2 TOR yeast 99, RPL19A TOR yeast 99, proCasp3 act 0 and LAP4 TOR yeast 83.
`CC(C)(C)OC(=O)N/N=C/c1ccc(C(=O)O)cc1` gave procasp7 counter 8, CIT2 TOR yeast 96, AGP1-GFP MLPCN 100, AHR activator 2, MEP2 TOR yeast 102, RPL19A TOR yeast 103, proCasp3 act -7 and LAP4 TOR yeast 104.
CCCCC(O)(c1ccc(OC)cc1)C(CN1CCOCC1)c1ccccc1 (stereo unspecified) was read as procasp7 counter 0, CIT2 TOR yeast 104, AGP1-GFP MLPCN 92, AHR activator 1, MEP2 TOR yeast 121, RPL19A TOR yeast 100, proCasp3 act -1 and LAP4 TOR yeast 97.
For CC1CCc2[nH]c3ccc(C(=O)Nc4ccc(C(=O)N(C)C)cc4)cc3c2C1 (stereo unspecified) the results were procasp7 counter -3, CIT2 TOR yeast 93, AGP1-GFP MLPCN 93, AHR activator 24, MEP2 TOR yeast 97, RPL19A TOR yeast 95, proCasp3 act -5 and LAP4 TOR yeast 91.
Screening CC(Oc1ccccc1)C(=O)N=C1SC2CS(=O)(=O)CC2N1CCc1ccccc1 (stereo unspecified) returned procasp7 counter 0, CIT2 TOR yeast 102, AGP1-GFP MLPCN 103, AHR activator 7, MEP2 TOR yeast 110, RPL19A TOR yeast 96, proCasp3 act 2 and LAP4 TOR yeast 100.
`CCc1ccc(N2CC(C(=O)Nc3ccc4c(c3)OCO4)CC2=O)cc1` (stereo unspecified) gave procasp7 counter 2, CIT2 TOR yeast 95, AGP1-GFP MLPCN 98, AHR activator 2, MEP2 TOR yeast 96, RPL19A TOR yeast 97, proCasp3 act -7 and LAP4 TOR yeast 99.
Screening O=C(OCC(=O)N1CCCC1)c1cc(Cl)ccc1Cl returned procasp7 counter -5, CIT2 TOR yeast 101, AGP1-GFP MLPCN 98, AHR activator 3, MEP2 TOR yeast 105, RPL19A TOR yeast 103, proCasp3 act 2 and LAP4 TOR yeast 99.
For Cc1cccc(NC(=O)/C(=C\c2cccs2)NC(=O)c2ccccc2)c1 the results were procasp7 counter 7, CIT2 TOR yeast 113, AGP1-GFP MLPCN 102, AHR activator 5, MEP2 TOR yeast 113, RPL19A TOR yeast 103, proCasp3 act -3 and LAP4 TOR yeast 108.
Screening COC(=O)c1sc(-c2ccccc2)cc1NC(=O)c1ccccc1 returned procasp7 counter 5, CIT2 TOR yeast 110, AGP1-GFP MLPCN 108, AHR activator 19, MEP2 TOR yeast 105, RPL19A TOR yeast 107, proCasp3 act 7 and LAP4 TOR yeast 107.
For CC(=O)c1sc(NC(=O)CSCc2c(C)noc2C)nc1-c1ccccc1 the results were procasp7 counter -3, CIT2 TOR yeast 93, AGP1-GFP MLPCN 100, AHR activator 5, MEP2 TOR yeast 99, RPL19A TOR yeast 100, proCasp3 act 11 and LAP4 TOR yeast 97.
`CCN(CC)S(=O)(=O)c1ccc(N2CCOCC2)c(NC(=O)c2cc3ccccc3oc2=O)c1` gave procasp7 counter 7, CIT2 TOR yeast 96, AGP1-GFP MLPCN 100, AHR activator -4, MEP2 TOR yeast 104, RPL19A TOR yeast 104, proCasp3 act -1 and LAP4 TOR yeast 98.
`CCOC(=O)C(Cc1ccccc1)(Cc1ccccc1)C(C)=O` gave procasp7 counter 0, CIT2 TOR yeast 101, AGP1-GFP MLPCN 102, AHR activator -1, MEP2 TOR yeast 102, RPL19A TOR yeast 100, proCasp3 act 0 and LAP4 TOR yeast 97.

Reprinted from the part before: two compounds, then new ones.
`CCN(CC)S(=O)(=O)c1ccc(N2CCOCC2)c(NC(=O)c2cc3ccccc3oc2=O)c1` gave procasp7 counter 7, CIT2 TOR yeast 96, AGP1-GFP MLPCN 100, AHR activator -4, MEP2 TOR yeast 104, RPL19A TOR yeast 104, proCasp3 act -1 and LAP4 TOR yeast 98.
`CCOC(=O)C(Cc1ccccc1)(Cc1ccccc1)C(C)=O` gave procasp7 counter 0, CIT2 TOR yeast 101, AGP1-GFP MLPCN 102, AHR activator -1, MEP2 TOR yeast 102, RPL19A TOR yeast 100, proCasp3 act 0 and LAP4 TOR yeast 97.
Screening COc1cccc(OC)c1C(=O)Nc1cccc(NC(=O)c2cccs2)c1 returned procasp7 counter -4, CIT2 TOR yeast 107, AGP1-GFP MLPCN 100, AHR activator 5, MEP2 TOR yeast 109, RPL19A TOR yeast 104, proCasp3 act 2 and LAP4 TOR yeast 92.
CCN(CC)S(=O)(=O)c1cccc(C(=O)Nc2nnc(C)s2)c1 was read as procasp7 counter 0, CIT2 TOR yeast 100, AGP1-GFP MLPCN 95, AHR activator 5, MEP2 TOR yeast 99, RPL19A TOR yeast 98, proCasp3 act 0 and LAP4 TOR yeast 102.
Screening CCc1cc(C(=O)c2ccc(OC)cc2)c(NC(=O)CCC(=O)O)s1 returned procasp7 counter 16, CIT2 TOR yeast 112, AGP1-GFP MLPCN 104, AHR activator 1, MEP2 TOR yeast 91, RPL19A TOR yeast 97, proCasp3 act -3 and LAP4 TOR yeast 102.
For COCc1nnc(NC(=O)c2ccccc2Oc2ccccc2)s1 the results were procasp7 counter 2, CIT2 TOR yeast 99, AGP1-GFP MLPCN 105, AHR activator 3, MEP2 TOR yeast 99, RPL19A TOR yeast 92, proCasp3 act 0 and LAP4 TOR yeast 99.
O=C(Cc1ccccc1[N+](=O)[O-])Nc1ccc2c(c1)OCCO2 was read as procasp7 counter 4, CIT2 TOR yeast 96, AGP1-GFP MLPCN 94, AHR activator 9, MEP2 TOR yeast 110, RPL19A TOR yeast 107, proCasp3 act 1 and LAP4 TOR yeast 93.
CCOc1ccc(C(=O)Nc2nnc(NC(=S)Nc3ccccc3)s2)cc1 was read as procasp7 counter -7, CIT2 TOR yeast 110, AGP1-GFP MLPCN 109, AHR activator 7, MEP2 TOR yeast 118, RPL19A TOR yeast 102, proCasp3 act -12 and LAP4 TOR yeast 112.
Screening Cc1ccc(Cl)cc1NC(=O)C(NS(=O)(=O)c1cccs1)c1ccccc1 (stereo unspecified) returned procasp7 counter -4, CIT2 TOR yeast 98, AGP1-GFP MLPCN 99, AHR activator 4, MEP2 TOR yeast 108, RPL19A TOR yeast 105, proCasp3 act -3 and LAP4 TOR yeast 103.
`O=C(O)c1nn(Cc2nc3ccccc3o2)c(=O)c2ccccc12` gave procasp7 counter -3, CIT2 TOR yeast 102, AGP1-GFP MLPCN 104, AHR activator 16, MEP2 TOR yeast 106, RPL19A TOR yeast 104, proCasp3 act 10 and LAP4 TOR yeast 95.
O=C(CCn1c(=S)[nH]c2ccccc2c1=O)N1CCCCC1 was read as procasp7 counter 3, CIT2 TOR yeast 110, AGP1-GFP MLPCN 115, AHR activator 5, MEP2 TOR yeast 113, RPL19A TOR yeast 113, proCasp3 act 2 and LAP4 TOR yeast 111.
`CCCOc1ccccc1NC(=O)CC1Nc2ccccc2NC1=O` (stereo unspecified) gave procasp7 counter -10, CIT2 TOR yeast 102, AGP1-GFP MLPCN 101, AHR activator 49*, MEP2 TOR yeast 104, RPL19A TOR yeast 102, proCasp3 act -10 and LAP4 TOR yeast 105.
Screening COc1ccc(-n2nnnc2SCC(=O)Nc2c(C)n[nH]c2C)cc1 returned procasp7 counter 0, CIT2 TOR yeast 103, AGP1-GFP MLPCN 103, AHR activator 2, MEP2 TOR yeast 98, RPL19A TOR yeast 101, proCasp3 act 4 and LAP4 TOR yeast 99.
For CCC(=O)N(Cc1cc2ccc(C)cc2[nH]c1=O)c1ccccc1OC the results were procasp7 counter -6, CIT2 TOR yeast 105, AGP1-GFP MLPCN 107, AHR activator 11, MEP2 TOR yeast 110, RPL19A TOR yeast 104, proCasp3 act 1 and LAP4 TOR yeast 94.
Screening CSCC[C@H](NC(=O)c1cccs1)C(=O)N1CCC2(CC1)NCCc1[nH]cnc12 returned procasp7 counter 2, CIT2 TOR yeast 97, AGP1-GFP MLPCN 91, AHR activator 1, MEP2 TOR yeast 112, RPL19A TOR yeast 97, proCasp3 act 4 and LAP4 TOR yeast 92.
`COc1cccc(-c2nc(CS(=O)(=O)CC(=O)Nc3ccccc3C)c(C)o2)c1` gave procasp7 counter 4, CIT2 TOR yeast 97, AGP1-GFP MLPCN 89, AHR activator 5, MEP2 TOR yeast 102, RPL19A TOR yeast 94, proCasp3 act 7 and LAP4 TOR yeast 88.
For Cc1oc(-c2ccc(Cl)cc2)cc1C(=O)O the results were procasp7 counter -7, CIT2 TOR yeast 71, AGP1-GFP MLPCN 62, AHR activator 5, MEP2 TOR yeast 86, RPL19A TOR yeast 83, proCasp3 act -4 and LAP4 TOR yeast 141.
Screening CN(C)C(=O)CSc1nc2ccccc2c(=O)[nH]1 returned procasp7 counter 9, CIT2 TOR yeast 101, AGP1-GFP MLPCN 104, AHR activator 11, MEP2 TOR yeast 105, RPL19A TOR yeast 103, proCasp3 act 4 and LAP4 TOR yeast 101.

Outcome played no part in choosing rows; about 3.5% have a hit in one of these screens.
